WRN inhibitor: inhibitors of human WRN helicase; 360,000 tested, 0.46% active; WRN helicase unwinding, fluorescent forked duplex, kinetic; Potency, µM (top dose mostly 114 µM), inactives show top-dose activity change, negative = inhibition, actives largely listed as inhibitors; AID 651768; Q14191; also: potency is read from the fitted curve at half-maximal effect; % is scaled to controls: 0 for no effect and ±100 for the full control effect; nearly all actives have a fitted effect of over 55% in size
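Screening of the MLSMR collection measured strand separation of a quenched forked DNA duplex (100 nM) by 20 nM WRN with 2 mM ATP, all final. Compounds were preincubated with enzyme 15 min at room temperature.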
EPAC1 agonist: activates human EPAC1 exchange factor; O95398; Potency, µM (doses to about 154 µM), inactives show top-dose activation, usual class: activators; 360,000 tested, 0.073% active; EPAC1 agonist qHTS, biochemical assay; response scale: 100% = response to 6.5 mM cAMP; also: potency is read from the fitted curve at half-maximal effect; nearly all actives have a fitted effect of over 60% in size
Target sequence (O95398 whole entry, looked up): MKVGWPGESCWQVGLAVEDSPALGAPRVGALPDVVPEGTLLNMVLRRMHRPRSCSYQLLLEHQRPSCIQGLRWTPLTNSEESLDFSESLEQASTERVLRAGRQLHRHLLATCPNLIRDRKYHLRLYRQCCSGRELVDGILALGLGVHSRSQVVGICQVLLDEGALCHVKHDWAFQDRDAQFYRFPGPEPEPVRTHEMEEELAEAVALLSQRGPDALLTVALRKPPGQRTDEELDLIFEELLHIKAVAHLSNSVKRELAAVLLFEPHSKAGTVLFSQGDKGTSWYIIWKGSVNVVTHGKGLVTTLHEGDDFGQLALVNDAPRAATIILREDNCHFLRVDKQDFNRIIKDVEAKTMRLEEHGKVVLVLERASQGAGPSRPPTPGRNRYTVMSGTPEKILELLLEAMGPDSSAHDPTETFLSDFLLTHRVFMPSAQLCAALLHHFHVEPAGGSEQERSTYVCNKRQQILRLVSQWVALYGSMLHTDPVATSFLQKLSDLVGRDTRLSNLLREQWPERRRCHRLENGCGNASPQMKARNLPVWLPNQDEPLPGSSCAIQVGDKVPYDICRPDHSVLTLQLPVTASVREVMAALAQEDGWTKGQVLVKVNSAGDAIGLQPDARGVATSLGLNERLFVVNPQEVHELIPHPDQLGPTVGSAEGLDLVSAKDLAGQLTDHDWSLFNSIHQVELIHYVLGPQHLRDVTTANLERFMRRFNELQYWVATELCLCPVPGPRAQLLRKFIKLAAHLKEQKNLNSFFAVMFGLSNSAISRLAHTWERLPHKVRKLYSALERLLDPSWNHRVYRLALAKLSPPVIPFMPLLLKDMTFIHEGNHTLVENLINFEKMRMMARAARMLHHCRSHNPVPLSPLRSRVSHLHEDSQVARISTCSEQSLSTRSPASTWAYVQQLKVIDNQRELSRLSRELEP
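Compounds were pinned as a concentration titration into mixtures of EPAC1 (100 nM), BODIPY-GDP-loaded Rap1B (250 nM) and GDP (50 uM). After 5 min at room temperature, fluorescence was followed for 30 min; activity was scaled to 6.5 mM cAMP.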
IL-2 act: IL-2 activation. IL-2 activation reporter assay, cell-based qHTS; stimulated with anti-CD3/CD4/CD28 beads; in transgenic mouse T cells. activation, % (series mostly up to about 46 µM). 360,000 tested, 0.065% active; in the data active = activation above about 50%; inconclusive = mostly about 30% to 49%; also: 0% is about no effect
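EGFP and DsRed fluorescence is measured by plate cytometry in unstimulated transgenic mouse T cells exposed to compound for 60 minutes, then stimulated 18 hours at 37 degrees C with anti-CD3/anti-CD4 beads plus anti-CD28.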
PLK1 PBD block: inhibitors of human PLK1 polo-box domain binding | Plk1 PBD binding of FITC phosphopeptide, fluorescence polarization | Potency, µM, for the others: max response, negative = inhibition, hits mostly inhibitors | 360,000 tested, 2.8% active | AID 720504; also: potency is read from the fitted curve at half-maximal effect; series mostly up to about 57 µM; % is scaled to controls: 0 for no effect and ±100 for the full control effect; nearly all actives have a fitted effect of over 65% in size
CCT chaperon mod: modulators of cytosolic chaperonin (CCT/TRiC) activity. purified chaperonin ATPase assay, HTRF ADP detection, 30 min. AID 651819. 360,000 tested, 0.3% active. activity change, % (test concentration not listed), hits read low; in the data active = activity change below about -30%; also: % is scaled to controls: 0 for no effect and ±100 for the full control effect
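ATPase activity: ADP formed was measured by HTRF Transcreener (665/615 nm ratio) after 30 min at 37 deg C with 10 uM ATP. Compounds screened at one 76 uM concentration against 40 or 20 nM TRiC in Tris pH 7.4/KCl/MgCl2/DTT buffer.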
PI5P4K alpha inh: inhibitors of human PI5P4K alpha; P48426; PI5P4Kalpha enzyme, ADP-Glo luminescence, 60 min; stronger effect = lower value; max response, %; 330,000 tested, 1.2% active; AID 652105; active = max response of -50% or lower; inconclusive = between -30% and -50%; inactive = -30% or higher; also: value at the top dose of about 77 µM; % is scaled to controls: 0 for no effect and ±100 for the full control effect
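PI5P4Kalpha ADP-Glo assay; 5 microM ATP final; 60 min RT reaction; HEPES pH 7.4/EGTA/CHAPS, 5% DMSO; controls lacking substrate or enzyme; luminescent end-point.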
EPAC2 agonist: EPAC2 (human) agonism | Potency, µM (series often up to 154 µM), without a hit: at the top dose activation, most hits filed as activators | 360,000 tested, 0.079% active | EPAC2 activation, biochemical qHTS; response scale: 100% = 6.5 mM cAMP response | Q8WZA2; also: potency is read from the fitted curve at half-maximal effect; nearly all actives have a fitted effect of over 50% in size
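Guanine nucleotide exchange by EPAC2 is measured as reduced fluorescence of BODIPY-GDP once it is released from 250 nM Rap1B. Plates are read kinetically for 30 min at room temperature; results are scaled to 6.5 mM cAMP.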
EPAC1 antagonist: antagonists of human EPAC1; O95398; EPAC1 GEF assay, Rap1b-BODIPY-GDP exchange fluorescence; Potency, µM (series often up to 115 µM), for inactives: top-dose activity change, negative = inhibition, most hits filed as inhibitors; 360,000 tested, 0.14% active; AID 720709;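 also: potency is read from the fitted curve at half-maximal effect; plate controls were vehicle for no effect and positive control for full effect; nearly all actives have a fitted effect of over 50% in size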
Starred values were filed as active, the others as inactive; ? = inconclusive; nt = no result given; [ ] = another dose, or the depositor's remark. Unless noted, calls follow the shape of the dose curve; as a rule, active = well fitted curve in the direction sought with a large enough effect; inconclusive = small, poorly fitted or top-dose-only effect, or another doubt; inactive = no such curve, though single readings can be large; an effect the other way counts as inactive or inconclusive.

Each structure is followed by: WRN inhibitor	EPAC1 agonist	IL-2 act	PLK1 PBD block	CCT chaperon mod	PI5P4K alpha inh	EPAC2 agonist	EPAC1 antagonist
CCOC(=O)/C(C#N)=C1/C=Nc2ccccc2N1
 : 1%	0%	-0.2	-1%	-14	nt	13%	-5%
CCOc1nc(-c2ccccc2)ccc1-c1noc(-c2ccncc2)n1
 : 0%	-4%	0.4	-2%	0.5	-2	-2%	-7%
NC(=O)c1ccsc1NC(=O)c1ccc(N2CCCC2=O)cc1
 : -2%[11.6 µM]	-11%	3.1	-2%	-0.8	-11	-4%	-2%
Cc1ccc(Cl)c(NC(=O)COC(=O)c2nn(-c3ccccc3)cc2O)c1Cl
 : -23%	5%	2.2	-3%	2.0	0	9%	-8%
O=C(NCc1ccccc1)C(=O)NCC1OCCN1C(=O)c1ccc(Cl)cc1 (stereo not given)
 : -6%	2%	1.8	-6%	-2.4	-12	2%	-1%
O=C(Nc1cccn(Cc2c(Cl)cccc2Cl)c1=O)c1c(Cl)cccc1Cl
 : 6%	10%	-2.0	0%	-1.5	2	9%	-6%
CCCCc1c(C)[nH]c(C(=O)OCC)c1C
 : -5%	-10%	-1.1	-17%	-0.5	13	-10%	-8%
Cc1ccccc1-n1c(SCc2c(C)noc2C)nnc1-c1c[nH]c2ccccc12
 : -5%	11%	-0.1	-1%	-5.4	0	16%	3%
C=CCNC(=O)c1cc2sccc2n1C
 : -3%	4%	0.6	-24%	-2.8	6	6%	8%
CC(C)CNC(=O)COC(=O)/C=C/c1ccccc1[N+](=O)[O-]
 : 0%	-4%	2.6	4%	-1.4	-2	-3%	-4%
COc1ccc(Cl)cc1NC(=S)N(CCCN1CCOCC1)Cc1cn(C)c2ccccc12
 : ?	25%	-0.3	6µM*	-0.7	3	15%	5%
O=C(c1ccc(S(=O)(=O)Cc2cc(F)ccc2F)c([N+](=O)[O-])c1)N1CCCC1
 : ?	-9%	-5.1	11µM*	-2.1	1	3%	-13%
O=S(=O)(c1cccc(NC(=S)N2CCN(c3ccc(F)cc3)CC2)c1)C(F)F
 : 2%	8%	-0.1	-7%	-6.2	5	27%	-10%
CCOC(=O)c1cn[nH]c1N
 : 5%	3%	0.1	?	-0.1	-6	9%	-10%
COc1ccccc1N=c1oc2cc(O)ccc2cc1C(N)=O
 : ?	-11%	-0.4	-5%	2.4	-71*	-12%	-23%
Cc1ccc(NC(=O)c2cccnc2)cc1S(=O)(=O)N1CCOCC1
 : -15%	-18%	1.3	-2%	-0.9	1	-1%	3%
S=C(Nc1ccc(Cl)c(Cl)c1)N1CCCC1
 : 9%	6%	-2.7	-1%	-2.7	-8	16%	7%
CN1C(=O)c2cccc(NC(=O)CCc3ccccc3)c2C1=O
 : -14%	-3%	0.7	2%	-1.8	8	14%	3%
O=C(NCCCN1CCOCC1)c1ccc2c(=O)n(-c3ccc(F)c(Cl)c3)c(=S)[nH]c2c1
 : 2%	12%	-2.1	-15%	-3.4	-5	8%	0%
O=C(Nc1ccccc1)C1=C[C@H](c2ccccc2)C[C@H](OCc2ccc(CO)cc2)O1
 : -10%	7%	0.1	-4%	0.7	3	15%	-21%
O=C(COc1cccc2ccccc12)NNC(=O)CSCCO
 : 7%	-6%	-1.5	-1%	0.6	-5	-3%	0%
C=CCN(CC=C)Cc1cc(=O)oc2cc(C)c(C)cc12
 : -6%	9%	0.8	-12%	-2.2	6	6%	-18%
CC(C)N=C(N)N=C(N)Nc1ccc(Cl)cc1
 : 8%	-35%[inhibitor]	-0.9	-17%	-1.2	0	5%	-1%
COc1ccc2[nH]c(C)c(CCNC(=S)Nc3cccc(C)c3)c2c1
 : 1%	-3%	0.0	-3%	0.3	7	15%	-28%
COC(=O)c1sc2nc(SCc3cccc(F)c3)n(N)c(=O)c2c1C
 : -9%[57.1 µM]	5%	1.7	4%	-3.4	-1	3%	16%
COc1ccccc1C(=O)NCCc1nc2ccccc2n1C
 : -20%	-10%	0.9	-5%	3.1	-3	-2%	-10%
Cc1ccc(S(=O)(=O)Cn2nnnc2C(CC(C)C)N2CCC(C(N)=O)CC2)cc1 (stereo not given)
 : 1%	7%	-4.0	-5%	-3.6	1	13%	0%
O=C(NN1CCN(Cc2ccccc2)CC1)c1ccc(Cl)cc1
 : -4%	3%	0.9	2%	-3.3	9	5%	-14%
CC1CCN(S(=O)(=O)c2ccc(NC(=O)CN3CCCC3)cc2)CC1
 : -5%	-3%	0.4	6%	-0.7	-4	3%	-2%
CN(C)c1ccc(/C=N/NC(=O)c2ccc3nc[nH]c3c2)cc1
 : -6%	-2%	-0.9	5%	-9.4	2	11%	1%
COc1ccccc1Nc1nc(N)nc(CSc2nncn2C)n1
 : 1%	-2%	-2.7	-6%	-1.3	0	1%	-3%
Cn1c(=O)c2cc(NC(=O)c3ccccc3Cl)c(=O)oc2n(C)c1=O
 : -19%	0%	0.4	-15%	1.7	nt	11%	20%
COC(=O)c1ccc(Cl)c(NC(=O)NC23CC4CC(CC(C4)C2)C3)c1
 : -9%	23%	7.0	-5%	-1.4	1	10%	-18%
CC1Cc2nc(SCC(=O)N3CCCCC3)n(C)c(=O)c2S1 (stereo not given)
 : 4%	-4%	-1.6	-11%	-0.7	2	5%	9%
Cc1ccn2cc(-c3cccc(NC(=O)c4ccccc4)c3)nc2c1
 : -15%	16%	-3.7	7%	-0.6	4	4%	-25%
CCOC(=O)CN(C(=O)CSc1nnc(CNc2ccc(C)cc2C)o1)c1ccccc1
 : -6%	4%	1.0	-8%	-2.1	2	15%	?
Cc1ccc(C(=O)NCCNC(=O)c2cccnc2)cc1
 : 10%	2%	1.1	0%	1.2	-7	4%	-7%
CCOC(=O)c1sc(SC)nc1N
 : -3%	0%	-0.7	-8%	-0.1	0	0%	-3%
CSCC[C@H](NC(=O)OCc1ccccc1)C(=O)O
 : 4%	-6%	-1.8	-2%	1.4	nt	-4%	19%
CC(C)c1cccc(C(C)C)c1NC(=O)CCN1C(=O)NC2(CCCC2)C1=O
 : 14%	15%	-3.1	-10%	-3.9	-3	2%	10%
COC(=O)c1ccccc1NC(=O)CN1C(=O)c2ccccc2S1(=O)=O
 : -2%	0%	-0.8	-2%	-4.8	nt	10%	-6%
O=C(CCN1CCc2ccccc2C1)Nc1ccccc1
 : -1%	4%	-1.0	-7%	-3.2	-9	-7%	7%
CCc1nc2ccc(C(=O)NCc3ccc(OC)cc3)cn2c1N(CCC(C)C)CCN(C)C
 : 1%	-5%	-0.6	-5%	1.1	10	0%	0%
COc1ccc(CCNC(=O)C2CCC(=O)N2Cc2ccccc2Cl)cc1OC (stereo not given)
 : 3%	-5%	0.3	-6%	-2.3	-4	-5%	4%
COc1ccccc1CCNC(=O)/C(=C/c1cccnc1)NC(=O)c1ccccc1
 : -1%	5%	0.0	-2%	1.6	-3	14%	-24%
Cc1csc(SCC(=O)Nc2cccc(S(=O)(=O)N3CCCC3)c2)n1
 : 6%	8%	-0.6	-1%	-0.3	-17	18%	2%
O=C(COC(=O)C1CCC(=O)N1)Nc1cc(Cl)ccc1Cl (stereo not given)
 : 11%	-6%	0.6	4%	-2.6	-1	-16%	2%
CN(C(=O)c1cc([N+](=O)[O-])ccc1N1CCCC1)C1CCCCC1
 : -8%	-4%	-2.4	-11%	-1.7	-2	5%	-10%
CCCN(C(=O)Cn1ncc2c(=O)oc3ccccc3c21)c1cccc(C)c1
 : 5%	6%	-2.9	-6%	0.5	1	-9%	10%

PLK1 PBD block: entries above that show a hit
Each structure is followed by: WRN inhibitor	EPAC1 agonist	IL-2 act	PLK1 PBD block	CCT chaperon mod	PI5P4K alpha inh	EPAC2 agonist	EPAC1 antagonist
COc1ccc(Cl)cc1NC(=S)N(CCCN1CCOCC1)Cc1cn(C)c2ccccc12
 : ?	25%	-0.3	6µM*	-0.7	3	15%	5%
O=C(c1ccc(S(=O)(=O)Cc2cc(F)ccc2F)c([N+](=O)[O-])c1)N1CCCC1
 : ?	-9%	-5.1	11µM*	-2.1	1	3%	-13%

Structures from the list above that have an aryl thioether with sulfur outside any ring, in the order listed:
Each structure is followed by: WRN inhibitor	EPAC1 agonist	IL-2 act	PLK1 PBD block	CCT chaperon mod	PI5P4K alpha inh	EPAC2 agonist	EPAC1 antagonist
Cc1ccccc1-n1c(SCc2c(C)noc2C)nnc1-c1c[nH]c2ccccc12
 : -5%	11%	-0.1	-1%	-5.4	0	16%	3%
COC(=O)c1sc2nc(SCc3cccc(F)c3)n(N)c(=O)c2c1C
 : -9%[57.1 µM]	5%	1.7	4%	-3.4	-1	3%	16%
COc1ccccc1Nc1nc(N)nc(CSc2nncn2C)n1
 : 1%	-2%	-2.7	-6%	-1.3	0	1%	-3%
CC1Cc2nc(SCC(=O)N3CCCCC3)n(C)c(=O)c2S1 (stereo not given)
 : 4%	-4%	-1.6	-11%	-0.7	2	5%	9%
CCOC(=O)CN(C(=O)CSc1nnc(CNc2ccc(C)cc2C)o1)c1ccccc1
 : -6%	4%	1.0	-8%	-2.1	2	15%	?
CCOC(=O)c1sc(SC)nc1N
 : -3%	0%	-0.7	-8%	-0.1	0	0%	-3%
Cc1csc(SCC(=O)Nc2cccc(S(=O)(=O)N3CCCC3)c2)n1
 : 6%	8%	-0.6	-1%	-0.3	-17	18%	2%

This is a subset; rates above refer to the full screens.
